Mot1-301 SUMO = SUMOylation pathway inhibition by Mot1-301 growth rescue. AID 2716. S. cerevisiae Mot1-301 growth rescue, ATP luminescence, 38.5C; percent above DMSO median, 100 means doubled. actives 1% (n = 320,000). growth rescue, % at 18.8 µM;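 active = every valid replicate shows activation above 250% relative to neutral control wells; inactive = the rest, any valid replicate at or below 250%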;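 also: OY570 slx delta 5 strain wells were the positive control but not used for scaling; some compounds called inactive have numbers as strong as hits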
DSG3 Ab inh = blocks pemphigus antibody binding to human desmoglein-3; P32926; DSG3-coupled beads, scFv-anti-DSG3-GFP binding, flow cytometry; stronger effect = lower value; binding (percent of control), % at 10 µM; actives 0.48% (n = 310,000);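 active = binding more than 3 SD below its plate's average and above zero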;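 also: hits lower antibody fragment binding to DSG3; some compounds called inactive have numbers as strong as hits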
MITF act = increases MITF-driven TRPM1 promoter luciferase signal; SK-MEL-5 TRPM1-promoter luciferase, 24 h; % of positive control, neutral wells = 0; activation, % at 12.5 µM; actives 0.75% (n = 300,000);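 active = mean activation of at least 80% with every replicate also reaching 80%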;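 also: 0% = neutral control wells and 100% = parthenolide positive control wells; values of inactives mirror those of a sister screen read the other way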
dFosB act = enhances mouse delta FosB homodimer DNA binding | actives 0.99% (n = 340,000) | purified delta FosB, TAMRA-CDK5 oligo fluorescence polarization; percent of positive-control signal above neutral wells | activation, % at 25 µM;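 active = mean activation above about 17%, with every replicate also reaching it, limit read from the data, passing the limit was not always enough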;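 also: fluorescence polarization rise as delta FosB binds a TAMRA Cdk5 AP-1 oligo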
Target sequence (P13346 whole entry, looked up): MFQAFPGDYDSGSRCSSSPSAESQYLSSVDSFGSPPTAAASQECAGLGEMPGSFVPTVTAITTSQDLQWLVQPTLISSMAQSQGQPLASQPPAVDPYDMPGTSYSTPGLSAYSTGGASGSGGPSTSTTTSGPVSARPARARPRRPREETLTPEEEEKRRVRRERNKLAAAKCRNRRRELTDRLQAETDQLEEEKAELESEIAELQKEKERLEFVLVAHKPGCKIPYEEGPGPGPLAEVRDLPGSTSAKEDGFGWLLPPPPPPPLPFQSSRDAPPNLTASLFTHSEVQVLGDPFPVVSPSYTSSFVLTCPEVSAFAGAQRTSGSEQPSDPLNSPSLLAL
PKA-R2B act = activators of human PKA-R2B complex. activation, % at 11.4 µM. actives 0.079% (n = 340,000). PKA-R2B holoenzyme dissociation, Cy5-IP20 fluorescence polarization; R2B truncated from residue 108, S112A mutant; 0% DMSO only, 100% 113 µM cGMP. AID 504700;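 active = activation above a cutoff set at the mean over all compounds plus 3 SD, cut at about 18% in these data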;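 also: higher means more holoenzyme dissociation and a rise in polarization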
SR-BI DiI-HDL act = enhances SR-BI lipid uptake from DiI-HDL; CHO ldlA[mSR-BI] cells, DiI-HDL uptake fluorescence, 3 h; 100 = double the neutral-control signal; activation, % at 12.5 µM; actives 0.096% (n = 320,000);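 active = mean replicate activation of at least 60% and every replicate at or above 60%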;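 also: 0% = median plate neutral-control signal and 100% = twice that signal; values of inactives mirror those of a sister screen read the other way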
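Material: SR-BI-overexpressing, LDLR-lacking CHO cells; schedule: compound exposure 3 h, 37 °C; reagent: DiI-labelled HDL at 10 µg/mL final; technique: bottom-read fluorescence, 550/595 nm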
SR-BI DiI inh = mouse SR-BI HDL lipid transfer inhibition; ldlA[mSR-BI] CHO cells, DiI-HDL uptake fluorescence, 3 h; inhibition, % at 12.5 µM; actives 0.96% (n = 320,000); AID 488896;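 active = mean replicate inhibition of at least 70% and a set share of replicates each scoring 70 or more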;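 also: 0% = median of neutral control wells and 100% = median of positive control wells; values of inactives mirror those of a sister screen read the other way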
Target sequence (Q61009 whole entry, looked up): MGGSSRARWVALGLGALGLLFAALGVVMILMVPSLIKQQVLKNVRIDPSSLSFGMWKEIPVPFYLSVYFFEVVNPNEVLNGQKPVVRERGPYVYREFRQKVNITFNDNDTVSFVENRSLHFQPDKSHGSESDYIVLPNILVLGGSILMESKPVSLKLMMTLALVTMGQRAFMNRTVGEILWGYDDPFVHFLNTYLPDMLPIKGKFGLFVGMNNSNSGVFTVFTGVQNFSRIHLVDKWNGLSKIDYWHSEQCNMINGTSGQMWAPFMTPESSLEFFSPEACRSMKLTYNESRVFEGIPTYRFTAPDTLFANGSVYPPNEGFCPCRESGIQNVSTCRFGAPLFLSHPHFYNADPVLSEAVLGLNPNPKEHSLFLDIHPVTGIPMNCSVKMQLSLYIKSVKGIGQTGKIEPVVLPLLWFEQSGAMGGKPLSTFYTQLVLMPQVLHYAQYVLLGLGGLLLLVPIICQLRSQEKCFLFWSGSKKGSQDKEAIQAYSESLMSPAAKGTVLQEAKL
Arrestin-AP2 inh = blocks beta-arrestin peptide binding to AP2 adaptin | FITC-arrestin peptide / GST-AP2 beads, flow cytometry; AP2 beta2 appendage carries R879A mutation | inhibition, % at 10 µM | actives 0.31% (n = 340,000) | AID 504490;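 active = inhibition above a set limit, near 3 SD of compounds lacking own fluorescence, cut at about 54% in these data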;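 also: plate controls were DMSO wells for no effect and 5 µM unlabelled arrestin peptide for full effect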
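System: GST-tagged AP2 beta2-adaptin appendage (R879A) on 4 µm glutathione beads / Reagent: FITC-arrestin peptide, 50 nM / Detection: HyperCyt-sampled flow cytometry, FL1 channel, ex 488/em 535 nm / Timing: 12 min plus 1 h, RT / Buffer or medium: PBS plus Tween 20 (0.05%) and BSA (0.1%)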
PKA-R1A activ = PKA-R1A complex activation; P00514+P68181; PKA-R1A dissociation, Cy5-IP20 fluorescence polarization; scaled: DMSO 0%, 113 µM cGMP 100%; activation, % at 11.4 µM; actives 0.083% (n = 340,000);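 active = percent activation above the mean of all tested compounds plus 3 SD, cut at about 19% in these data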;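 also: higher means more PKAc released from R1A so a rise in polarization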
NSD2 HMT inh = inhibitors of human histone methyltransferase NSD2. O96028. NSD2 peptide methylation, AlphaScreen, 120 min. inhibition, % at 12.5 µM. actives 0.54% (n = 310,000). AID 743445; in the data active = inhibition above about 50%
CDK5 p35 inh = blocks human CDK5/p35 kinase activity; Q00535+Q15078; Recombinant CDK5/p35, ADP-Glo luminescence, 60 min; inhibition, % at 10 µM; actives 0.01% (n = 330,000); AID 488839;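 active = highest replicate inhibition of at least 50% and at least 75% of replicates reaching 50%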;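 also: plate controls were DMSO neutral control for no effect and GW8510 at 10 µM for full effect; many of its hits are not listed in these tables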
* marks the source's active call; other numbers are inactive results; i = inactive; nt = not tested or not shown. An unsorted share of the library, and some 4.7% of all compounds hit somewhere here.

Start of the data: the first 3 compounds, to show the layout:
SMILES | Mot1-301 SUMO | DSG3 Ab inh | MITF act | dFosB act | PKA-R2B act | SR-BI DiI-HDL act | SR-BI DiI inh | Arrestin-AP2 inh | PKA-R1A activ | NSD2 HMT inh | CDK5 p35 inh
COc1cc(/C=N/NC(=O)c2cc(C)oc2C)ccc1O | nt | 104 | -17 | 5 | 3 | nt | nt | -5 | 16 | 0 | 1.3
CCOc1ccc(-n2c(C)c(C(C)=O)c3cc(OCC(N)=O)ccc32)cc1 | 4 | 123 | 5 | -2 | 4 | 6 | -6 | 10 | 2 | -1 | -1.5
O=C(NC1CCCc2ccccc21)c1cc(Cl)ccn1 (configuration not stated) | 63 | 135 | -15 | 0 | -9 | nt | nt | -13 | -4 | -4 | -6.8

Results, from the start:
SMILES | Mot1-301 SUMO | DSG3 Ab inh | MITF act | dFosB act | PKA-R2B act | SR-BI DiI-HDL act | SR-BI DiI inh | Arrestin-AP2 inh | PKA-R1A activ | NSD2 HMT inh | CDK5 p35 inh
COc1cc(/C=N/NC(=O)c2cc(C)oc2C)ccc1O | nt | 104 | -17 | 5 | 3 | nt | nt | -5 | 16 | 0 | 1.3
CCOc1ccc(-n2c(C)c(C(C)=O)c3cc(OCC(N)=O)ccc32)cc1 | 4 | 123 | 5 | -2 | 4 | 6 | -6 | 10 | 2 | -1 | -1.5
O=C(NC1CCCc2ccccc21)c1cc(Cl)ccn1 (configuration not stated) | 63 | 135 | -15 | 0 | -9 | nt | nt | -13 | -4 | -4 | -6.8
Cc1cc2ncc(C(=O)N=CN(C)C)cn2n1 | 498* | 97 | 3 | 0 | 9 | 8 | -8 | 16 | 0 | -1 | -2.2
Nc1ccc(-c2nnc(-c3ccc(-c4ccccc4)cc3)o2)cc1 | 4 | 99 | 89* | -7 | 0 | 13 | -13 | 2 | 10 | -3 | -1.4
COc1ccc(-n2nc3c(c2NC(=O)C2CC2)CS(=O)(=O)C3)cc1 | -10 | 110 | -6 | -2 | -8 | 11 | -11 | -8 | -10 | -1 | -0.4
Cc1ccc(CSc2ccc(-c3ccc4c(c3)OCO4)nn2)cc1 | -8 | 63 | 15 | 6 | 9 | 24 | -24 | 36 | 1 | -2 | -0.1
COc1ccc(NC(=O)COC(=O)CCc2ccccc2)c(OC)c1 | 3 | 48* | -2 | -6 | 3 | 7 | -7 | 15 | -2 | 0 | 1.9
C/C(=N/Nc1ccc(C(=O)c2c(C)cc3ccccn23)cc1[N+](=O)[O-])c1ccc(O)cc1 | nt | 77 | -9 | -4 | -6 | -101 | 101* | 8 | -8 | 2 | 2.1
COc1ccccc1OCC(=O)Nc1nc2c(s1)CCCC2 | nt | 106 | 35 | -3 | -12 | -29 | 29 | -6 | -12 | 5 | 0.8
COc1cc(C(C2C(=O)CC(C)(C)CC2=O)C2C(=O)CC(C)(C)CC2=O)ccc1OC(C)=O | -1 | nt | nt | -10 | -7 | nt | nt | 25 | -5 | 0 | 0.7
COc1ccccc1CNC(=O)c1cc(-c2ccccc2)nn1CC1CC(c2cccnc2)=NO1 (configuration not stated) | 6 | 93 | -11 | -13 | -5 | -3 | 3 | -1 | -1 | nt | 0.8
CS/C(=C\[N+](=O)[O-])Nc1ccc(F)cc1 | -2 | 102 | -9 | 7 | -8 | 10 | -10 | 5 | -2 | -2 | -3.5
COc1ccc(NC(=O)C2CCN(C(=O)c3ccc(OC)cc3)CC2)cc1 | 148 | 103 | -5 | -3 | -7 | -115 | 115* | -4 | 9 | nt | 0.3
O=C(NC(=S)NCC1COc2ccccc2O1)c1ccccc1 (configuration not stated) | -7 | 101 | 4 | 1 | -8 | nt | nt | -8 | -12 | -1 | 0.4
Cc1nc(-n2[nH]c3c(c2=O)CCCC3)[nH]c(=O)c1Cc1ccccc1 | 63 | nt | -17 | 4 | -1 | 9 | -9 | -8 | -2 | 14 | -1.2
COc1ccccc1OCc1cc(C(=O)NCc2ccc(N3CCCC3=O)cc2)no1 | 16 | 108 | 20 | -8 | -10 | -28 | 28 | 8 | 0 | -1 | -0.3
CCOC(=O)c1[nH]c(C)c(/C(O)=C2\C(=O)C(=O)N(CCN(C)C)C2c2cccc(OC)c2OC)c1C (configuration not stated) | -14 | 101 | -1 | 0 | -2 | 9 | -9 | 1 | 1 | 5 | -0.4
CCCCNCCOCCOc1ccc(C)cc1Br | 50 | 107 | 22 | -10 | -7 | 8 | -8 | -11 | -2 | 7 | -2.0
c1cncc(-c2nnc(C3CCCCC3)o2)c1 | -36 | 97 | nt | 5 | -3 | -3 | 3 | -1 | -3 | -3 | 0.0
CC(C)c1ccc(NC2CCCN(C(=O)c3n[nH]c4c3CCC4)C2)cc1 (configuration not stated) | -5 | 101 | -27 | 3 | 4 | -20 | 20 | 2 | 0 | 9 | -0.6
Cc1ccc(Nc2cc(C)nc3ncnn23)cc1 | -15 | 101 | -14 | 0 | -5 | 4 | -4 | 42 | -6 | -5 | 4.9
O=C(CCN1c2ccccc2Sc2ccccc21)OCc1nnc(-c2ccccc2)o1 | 0 | 103 | -1 | -15 | -2 | -4 | 4 | 10 | -3 | -1 | 0.3
Cc1nc(CSc2nnc3scc(-c4ccc(Cl)cc4)n23)cs1 | 4 | 97 | nt | -1 | 1 | -7 | 7 | 6 | 4 | -1 | 1.2
CC1CC(C)CN(C2CCN(Cc3cccnc3)CC2)C1 (configuration not stated) | -8 | 93 | -10 | -6 | -1 | 30 | -30 | -10 | 4 | 0 | -3.0
O=C(NCCCN1CCOCC1)c1ccc(NS(=O)(=O)c2cccc([N+](=O)[O-])c2)cc1 | -2 | 112 | 8 | -1 | -10 | 9 | -9 | 3 | -4 | 0 | 1.1
O=C(Cn1c(=O)n(CCCCC(=O)NC2CCCC2)c(=O)c2ccccc21)NCCC1=CCCCC1 | 12 | 100 | 18 | -3 | -14 | -29 | 29 | -12 | -2 | nt | 0.7
CCOCCc1nnc(NC(=O)CS(=O)(=O)c2ccc(C)cc2)s1 | -5 | 103 | 2 | 5 | -10 | 8 | -8 | -9 | 0 | -2 | 1.8
CCC(CC)c1nnc(NC(=O)c2c(C)nn(Cc3ccccc3Cl)c2C)s1 | -11 | 53* | -9 | -15 | 10 | -53 | 53 | 2 | -2 | nt | 1.0
CN(CC(=O)N1CCN(Cc2ccccc2)CC1)S(=O)(=O)c1ccc(Br)cc1 | 40 | 106 | 1 | -3 | -7 | -23 | 23 | -7 | 0 | 2 | -12
Cc1cc(C)cc(CC2CC(=O)N(c3ccc4c(c3)OCCO4)C2=O)c1 (configuration not stated) | -27 | 106 | -6 | -4 | -2 | 3 | -3 | 4 | -2 | nt | 0.7
O=C1/C(=C/c2ccncc2)CCc2ccccc21 | -36 | nt | -10 | -6 | 11 | 10 | -10 | 10 | 10 | nt | 10
CCOC(=O)C1CCCN(CCc2ccccc2)C1 (configuration not stated) | 17 | 101 | 9 | -5 | -1 | 4 | -4 | 23 | 4 | 1 | -0.5
Cc1ccccc1S(=O)(=O)Cc1ccc(C(=O)N2CCN(C3CCCCC3)CC2)o1 | -11 | 97 | 7 | -12 | 4 | 5 | -5 | -2 | -4 | nt | 0.3
CC1CCCCN1c1cc(C#N)c(C#N)cc1[N+](=O)[O-] (configuration not stated) | 8 | 98 | -11 | -6 | -3 | 3 | -3 | 14 | 1 | 3 | 1.5
O=C1CC(c2ccc(Cl)cc2)SC(N(c2ccccc2)c2ccccc2)=N1 (configuration not stated) | -26 | 102 | -2 | -2 | -16 | 19 | -19 | 9 | 4 | 0 | -0.2
Cc1ccc(N2C(=O)c3cccc4c(Oc5ccccc5[N+](=O)[O-])ccc(c34)C2=O)c(C)c1 | 1 | 84 | 7 | -10 | 8 | -53 | 53 | 4 | 1 | -1 | -0.3
O=[N+]([O-])c1ccccc1N/N=C/c1ccc2c(c1)OCO2 | nt | 92 | 22 | -1 | 9 | -58 | 58 | 18 | -1 | -1 | -0.2
Cc1cc(C)nc(NC(=O)c2cc([N+](=O)[O-])cc([N+](=O)[O-])c2)n1 | 2 | nt | 2 | 0 | -7 | 11 | -11 | -1 | -18 | -2 | 1.9
N/C(=N\N=C\c1ccc([N+](=O)[O-])cc1)c1nonc1N | -21 | 93 | nt | 5 | 2 | 16 | -16 | 40 | -3 | -2 | 0.0
O=C(Nc1cccc(Cl)c1)OCc1cnc(Cl)s1 | -8 | 112 | 20 | -2 | 1 | -17 | 17 | 24 | -4 | 0 | -0.6
Cc1cc(C)c2c(=O)n(CC(=O)NCCCN3CCOCC3)sc2n1 | 353* | 49 | nt | -8 | -5 | -2 | 2 | 11 | 4 | nt | 22
COc1ccc(NC(=O)Nc2nnc(N3CCCCC3C)s2)cc1OC (configuration not stated) | -13 | 102 | nt | -10 | -6 | 0 | 0 | 15 | -2 | nt | -1.3
CC1(C)Cc2c(c(N3CCOCC3)nc3sc4c(=O)[nH]cnc4c23)CS1 | 202 | 89 | 16 | -15 | -9 | 6 | -6 | 3 | -1 | -3 | -2.9
O=C(Nc1ccc2c(c1)OCO2)C1CCCCC1 | 1 | 111 | 41 | -5 | 3 | nt | -26 | 14 | 5 | -2 | -1.1
CCN(CC)CC(=O)Nc1ccccc1SCC(=O)Nc1ccsc1C(=O)OC | 6 | 97 | -14 | -9 | 12 | -21 | 21 | 33 | -1 | -3 | 1.6
CCn1cc(C(=O)NCCN(C)CCc2ccccc2)c(=O)c2cc(S(=O)(=O)N(C)C)ccc21 | i | 107 | 0 | -10 | -6 | 3 | -3 | -13 | -2 | 1 | -2.6
CC(/C=N/NC(=O)c1ccncc1)=C\c1ccco1 | -37 | 99 | 7 | 1 | 7 | -10 | 10 | 8 | -5 | 7 | -2.6
CCC(=O)Nc1ccc(NC(=O)C23CC4CC(CC(C4)C2)C3)cn1 | 15 | 108 | 25 | 6 | -6 | 5 | -5 | 0 | -5 | -2 | -0.5
C1=C[C@@H]2CCN(Cc3ccccc3)Cc3cccc(c32)C1 | 2 | 110 | 7 | -3 | -5 | 3 | -3 | -3 | -6 | nt | -2.4
O=C(COC(=O)COc1ccccc1)Nc1ccc(S(=O)(=O)N2CCOCC2)cc1 | 14 | 118 | -4 | -6 | -11 | 20 | -20 | 1 | -22 | -4 | 3.2
O=S(=O)(c1ccccc1)c1nc(-c2ccccc2)oc1NCc1cccnc1 | nt | 94 | 3 | 1 | 1 | -5 | 5 | 13 | -14 | 5 | 2.4

Compound activity: PubChem BioAssay, several laboratories
